Bioassay records (PubChem)
RTF Ca sens act – cardiac RTF calcium sensitivity activators, primary screen, biochemical, IANBD-TnC fluorescence, EC20 calcium | Troponin I, cardiac muscle (Homo sapiens) + Troponin T, cardiac muscle (Homo sapiens) + … | IANBD-labeled TnC RTF fluorescence at EC20 calcium; 0% EC20 calcium, 100% full calcium | activation, % at 7.2 µM | hit rate 0.24% among 340,000 | AID 493008, 2010;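 active means activation above the mean over all tested compounds plus 3 SD, cut at about 30% in these data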;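 further: rise in fluorescence read as greater calcium sensitivity of cardiac thin filaments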
Arrestin-AP2 inh – inhibitors of beta-arrestin/AP2 binding, primary screen, biochemical, GPCR trafficking, flow cytometry. beta-arrestin 1 C-terminal peptide binding to AP2 beta2-adaptin appendage (human). FITC-arrestin peptide / GST-AP2 beads; AP2 beta2 appendage carries R879A mutation. inhibition, % at 10 µM. hit rate 0.31% among 340,000. AID 504490, 2011;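 active means inhibition above a set limit, near 3 SD of compounds lacking own fluorescence, cut at about 54% in these data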;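 further: plate controls were DMSO wells for no effect and 5 µM unlabelled arrestin peptide for full effect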
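test system = AP2 appendage R879A on GSH beads | buffer or medium = PBS plus Tween 20 (0.05%) and BSA (0.1%) | incubation = 12 min plus 1 h, RT | detection = bead flow cytometry, FITC channel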
DSG3 Ab inh – inhibitors of pemphigus antibody binding to DSG3, primary screen, biochemical, bead-based, flow cytometry, scFv-GFP. DSG3-coupled beads, scFv-anti-DSG3-GFP binding; hits give low values. binding (percent of control), % at 10 µM. hit rate 0.48% among 310,000. AID 588358, 2011;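 active means binding more than 3 SD below its plate's average and above zero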;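 further: hits lower antibody fragment binding to DSG3; some compounds called inactive have numbers as strong as hits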
Target sequence (P32926 whole entry, looked up, the tested form may be a part): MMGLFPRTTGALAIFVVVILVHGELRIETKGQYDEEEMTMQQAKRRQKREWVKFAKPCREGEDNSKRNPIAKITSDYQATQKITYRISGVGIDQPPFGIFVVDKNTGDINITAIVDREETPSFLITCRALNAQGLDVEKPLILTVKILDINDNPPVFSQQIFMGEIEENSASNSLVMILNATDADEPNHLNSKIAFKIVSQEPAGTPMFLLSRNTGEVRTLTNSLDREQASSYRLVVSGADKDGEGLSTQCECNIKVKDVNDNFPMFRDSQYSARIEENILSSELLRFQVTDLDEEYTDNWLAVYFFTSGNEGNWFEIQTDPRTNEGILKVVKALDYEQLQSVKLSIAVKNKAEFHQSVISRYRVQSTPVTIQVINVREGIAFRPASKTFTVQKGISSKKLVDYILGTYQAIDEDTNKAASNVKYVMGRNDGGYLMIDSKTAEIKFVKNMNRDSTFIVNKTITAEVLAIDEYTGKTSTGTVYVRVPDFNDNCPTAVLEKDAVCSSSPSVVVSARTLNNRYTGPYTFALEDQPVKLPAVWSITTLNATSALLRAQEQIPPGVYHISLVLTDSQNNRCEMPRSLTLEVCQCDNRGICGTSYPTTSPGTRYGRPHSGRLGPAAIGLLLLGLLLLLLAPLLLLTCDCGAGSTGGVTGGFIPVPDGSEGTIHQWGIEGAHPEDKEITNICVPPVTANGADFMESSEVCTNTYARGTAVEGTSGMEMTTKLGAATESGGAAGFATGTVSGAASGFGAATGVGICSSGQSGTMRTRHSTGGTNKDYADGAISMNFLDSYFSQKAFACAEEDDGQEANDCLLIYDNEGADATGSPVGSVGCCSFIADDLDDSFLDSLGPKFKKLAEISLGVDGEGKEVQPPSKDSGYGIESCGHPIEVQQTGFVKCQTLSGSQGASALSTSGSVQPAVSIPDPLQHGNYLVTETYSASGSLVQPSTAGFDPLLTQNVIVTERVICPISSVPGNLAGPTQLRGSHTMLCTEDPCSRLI
V-ATPase pHluor – regulators of yeast V-ATPase proton pumping, primary screen, pHLuorin cytosolic pH fluorescence | response, % at 10 µM | S. cerevisiae | hit rate 0.37% among 350,000; in the data active means response mostly above about 7.3%, no sharp cut-off; inactive means mostly below about 5.4%; further: actives read high; inactives centre near 0; some compounds called inactive have numbers as strong as hits; reference of the scale not given here
Keap1 Nrf2 FP – Keap1-Nrf2 protein-protein interaction inhibitors, primary screen, biochemical, fluorescence polarization, single point | Kelch-like ECH-associated protein 1 (Homo sapiens), Q14145 | inhibition, % at 9.4 µM | Keap1 Kelch-Nrf2 peptide fluorescence polarization, 1536-well | AID 504523, 2011 | hit rate 0.15% among 340,000; in the data active means inhibition above about 12%;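 further: human Keap1 Kelch domain with fluorescein labeled Nrf2 9mer peptide probe; 0% = neutral control wells and 100% = peptide positive control; higher means more block of Keap1 binding to Nrf2 peptide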
OPRM1-OPRD1 ag – agonists of OPRM1-OPRD1 heterodimerization, primary screen, cell-based, luminescence; Mu-type opioid receptor (Homo sapiens) + Delta-type opioid receptor (Homo sapiens), …; cells; activation, % at 9.3 µM; hit rate 0.3% among 340,000; in the data active means activation above about 18%;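 further: 0% = vehicle-treated cells and 100% = reference agonist; values of inactives mirror those of a sister screen read the other way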
MOR-DOR inv ag – inverse agonists of MOR-DOR heterodimerization, primary screen, cell-based, luminescence | Mu-type opioid receptor (Homo sapiens) + Delta-type opioid receptor (Homo sapiens), … | cell-based MOR-DOR heterodimer luminescence, inverse agonism | inhibition, % at 9.3 µM | hit rate 0.21% among 340,000 | AID 504357, 2011; in the data active means inhibition above about 22%, passing the limit was not always enough;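 further: 0% = cells with DMSO and 100% = wells without cells with DMSO; values of inactives mirror those of a sister screen read the other way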
Wnt act – Wnt/beta-catenin pathway activators, primary screen, cell-based, plate reader, single point. Wnt/beta-catenin reporter cell assay, activator. activation, % at 9.35 µM. hit rate 1.2% among 300,000. AID 743398, 2014; in the data active means activation above about 30%, passing the limit was not always enough;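 further: 0% = neutral control wells and 100% = positive control wells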
C-LANA FP – inhibitors of KSHV C-LANA binding to DNA, primary screen, biochemical, fluorescence polarization, FAM-LBS DNA, MBP-C-LANA, single point. Kaposi's sarcoma herpesvirus LANA C-terminal domain (residues 932-1162) DNA binding. hit rate 0.078% among 340,000. inhibition, % at 9 µM. AID 504423, 2011;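 active means highest replicate inhibition at or above 60% at 9 µM, even if other replicates fall short; inactive means all replicates below 60% inhibition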;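 further: 0% = neutral control wells and 100% = 4 µM acridine orange control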
Cardiac RTF inh – cardiac RTF calcium sensitivity inhibitors, primary screen, biochemical, IANBD-TnC fluorescence, EC70 calcium | Troponin I, cardiac muscle (Homo sapiens) + Troponin T, cardiac muscle (Homo sapiens) + … | IANBD-labeled cardiac RTF, Ca2+ fluorescence | inhibition, % at 7.15 µM | AID 493244, 2011 | hit rate 0.12% among 340,000;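 active means inhibition above the mean inhibition of all tested compounds plus 3 SD, cut at about 17% in these data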;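 further: assay run at fixed EC70 calcium of 1.6 mM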
* = called active by the depositor; x = not tested or not shown; & = joins results of further samples.

SMILES	RTF Ca sens act	Arrestin-AP2 inh	DSG3 Ab inh	V-ATPase pHluor	Keap1 Nrf2 FP	OPRM1-OPRD1 ag	MOR-DOR inv ag	Wnt act	C-LANA FP	Cardiac RTF inh
Cc1cc(C)c(S(=O)(=O)c2ccccc2C)c(SCC(C)C)n1	1	14	108	0	-4	-1.1	6	1	-0.1	-2
O=C(CC12CC3CC(CC(C3)C1)C2)NC(=S)N1CCCCC1	1	3	99	0	-3	1.9	-10	-2	-3.0	-9
CC1=CC(C)[C@H](/C=N/n2c(=O)[nH]c3c([nH]c4ccc(Br)cc43)c2=O)C(C)C1 (stereo partly drawn)	2	4	x	1	-1	2.0	-9	-20	1.6	-29
O=C(O)CCCN1C(=O)C2C3CC(C2C1=O)C1C(c2ccccc2)c2sc(=O)[nH]c2SC31 (stereo not drawn)	5	6	96	-1	-6	-0.5	2	-2	-0.2	-37
C[C@@H]1C[C@H]2[C@@H]3C[C@H](F)C4=CC(=O)C=C[C@]4(C)[C@@]3(Cl)[C@@H](O)C[C@]2(C)[C@H]1C(=O)COC(=O)C(C)(C)C	3	3	89	-3	-5	-2.0	11	-4	1.2	-3
CCOC(=O)c1cc(C(=O)NN)c(C)nc1C	-3	18	96	-4	2	-0.8	4	-5	0.0	-7
Cc1ccc(N=C2SC(C(=O)Nc3ccc(OC(F)(F)F)cc3)C(N)=C2C(=O)Nc2c(C)cc(C)cc2C)cc1 (stereo not drawn)	4	-12	125	0	2	3.0	-16	x	1.4	-12
CC(C)c1ccc(/C=N/N2CCCCC2)cc1	0	36	104	0	0	-1.6	9	45*	-0.7	3
CC1=C(C(=O)Nc2ccc(C(=O)NCCC(C)C)cc2)SCCO1	-4	-5	107	0	3	-2.7	13	-1	-2.2	-5
COc1cccc(OC)c1C(=O)Nc1c(C(=O)N2CCN(c3ccccn3)CC2)oc2ccccc12	-3	-8	x	1	-1	1.2	-6	-1	0.3	-3
O=C1CCc2cc(S(=O)(=O)NC(C(=O)N3CCN(c4ccccn4)CC3)c3ccccc3)ccc2N1 (stereo not drawn)	-4	-9	97	0	3	-2.8	14	-2	-1.3	-5
NC1=NC(c2cccc(O)c2)n2c(nc3ccccc32)N1 (stereo not drawn)	0	7	100	-1	-2	1.3	-8	-1	-2.0	-16
COc1cc2c(cc1NC(=S)Nc1cccc(C(F)(F)F)c1)oc1ccccc12	2	4	101	-4	-2	0.5	-2	7	0.9	-4
Cc1cc(=O)c2cc(Cl)ccc2[nH]1	0	-5	109	4	1	1.6	-8	-1	-0.2	-35
Cc1cc(C)nc(NC(=S)NC(=O)c2ccccc2F)n1	x	43	110	5	x	x	x	7	x	x
C[C@H](CO)N1C[C@H](C)[C@@H](CN(C)Cc2ccc(C(=O)O)cc2)Oc2ccc(NC(=O)Cn3cnnn3)cc2C1=O	-1	25	89	-1	-5	-1.9	9	-1	1.5	-1
CC(CN(C)Cc1nc(Cc2cccc(C(F)(F)F)c2)no1)CN1CCCC1 (stereo not drawn)	3	43	104	1	-1	0.9	-4	-6	0.1	-5
CC(=O)C1=C(C)NC(SCC(=O)Nc2nccs2)=C(C#N)C1c1ccccc1Cl (stereo not drawn)	5	-10	x	-2	-7	-2.6	13	-5	0.1	3
COc1ccc(-c2nnc(NC(=O)c3ccc([N+](=O)[O-])o3)o2)c(OC)c1	-6	19	107	-5	-1	1.9	-10	-7	0.7	-8
Cc1noc2ncnc(Sc3c(Cl)cccc3Cl)c12	-1	25	x	-3	2	0.3	-2	x	-2.6	-12
Cc1nn(CC(=O)OCC(=O)Nc2ccccc2[N+](=O)[O-])c(C)c1[N+](=O)[O-]	3	13	87	1	-2	-1.0	7	1	-0.2	-12
O=c1c2ccccc2nc(SCc2ccncc2)n1CC1CCCO1 (stereo not drawn)	3	2	99	3	6	-0.1	0	3	14	-1
COc1ccccc1NS(=O)(=O)c1cccc(NC(=O)c2cc3ccccc3oc2=O)c1	-2	-4	78*	1	-1	-0.9	5	7	0.3	-4
Cn1cc(S(=O)(=O)NCCc2ccccc2)c(=O)n(C)c1=O	-3	-3	89	1	3	-1.5	8	2	-0.7	-6
N#C/C(=C\c1cccnc1)C(=O)Nc1ccc(C(=O)O)cc1	5	1	108	-2	-9	-2.6	13	-2	0.4	0
Cn1nnnc1SCCNCc1cccc2ccccc12	1	7	105	-4	-2	1.0	-6	x	0.5	-4
Cc1ccc(-c2cc(C(=O)N3CCOCC3)c3cc(C)ccc3n2)cc1	-2	-2	x	-1	0	-2.2	14	31*	-0.3	-13
C[C@]12CCC(=O)C=C1CC[C@@H]1[C@@H]2C(=O)C[C@@]2(C)[C@H]1CC[C@]2(O)C(=O)CO	-3	3	97	1	2	-2.4	13	0	-2.4	4
Clc1cccc(Cn2ncc3ccccc32)c1	0	-2	98	-2	3	-2.0	12	4	-2.8	-2
O=C(O)c1cc(-c2cccs2)nc2ccc(Br)cc12	1	8	89	-2	4	-0.7	3	-2	-0.4	-8
CC(C)CC(NC(=O)C(CC(C)C)NC(=O)C(Cc1ccc(OCc2ccccc2)cc1)NC(=O)OC(C)(C)C)C(N)=O (stereo not drawn)	0	2	100	-1	1	-2.8	15	-19	-0.2	-1
CCC1Oc2ccc(C)cc2N(CC(=O)NCc2cc(OC)ccc2OC)C1=O (stereo not drawn)	-6	9	82	-6	-2	2.1	-13	x	0.8	1
Cc1oc(/N=C/c2ccc(O)cc2O)c(C#N)c1C	1	x	93	-3	-1	-3.9	18	2	8.0	-6
CCCCn1c(N)c(N(CCC(C)C)C(=O)Cc2ccc(S(=O)(=O)N3CCOCC3)s2)c(=O)[nH]c1=O	9	-6	86	-1	-5	0.6	-4	-2	-0.5	-27
O=C(CSc1ccccn1)N1CCN(c2ccccc2)CC1	-2	15	99	-7	-2	0.0	0	2	0.4	-9
S=C(Nc1ccc2c(c1)OCO2)NC1CCN(Cc2ccccc2)CC1	7	12	107	1	-2	-0.3	2	-3	0.2	-9
CCOC(=O)c1sc(NC(=O)CSCc2c(C)noc2C)nc1C	1	25	x	-2	-2	-2.8	12	-1	-2.1	-5
COc1ccc(C(=O)OCC(=O)Nc2ccc(N3CCOCC3)cc2)cc1OC	4	1	x	-6	2	-1.8	7	-3	1.4	-3
CC1CCCCN1C(=O)CCS(=O)(=O)Cc1ccccc1 (stereo not drawn)	-1	47	100	1	0	0.2	-1	-2	1.2	8
CC(C)CC1NC(=O)N(CC(=O)N2CCN(S(=O)(=O)c3ccc(Cl)cc3)CC2)C1=O (stereo not drawn)	9	6	98	4	-6	-1.2	7	x	-0.2	5
CC(=O)c1ccc(NC(=O)c2cc(CC(C)C)on2)cc1	-3	-1	101	-2	3	2.0	-12	28	0.8	-5
C=CCn1c(CNC(=O)c2ccco2)nnc1SCC(=O)c1ccccc1	6	-58	119	2	-3	2.4	-12	1	-0.6	5
O=C1ON=C(c2cccc([N+](=O)[O-])c2)/C1=C/c1ccc(O)cc1	14	5	111	0	1	-0.3	2	-2	-1.1	-1
O=C(Nc1ccc(Br)cc1)c1ccc(-n2cnnn2)cc1	-4	-14	x	2	-2	0.0	0	3	-0.7	-13
O=c1[nH][nH]c(=O)c2cc([N+](=O)[O-])ccc12	1&0	9&17	102&101	2&-1	-3&-2	-0.5&-1.6	2&9	-1&-2	-0.4&-1.0	-3&-3
CC(C)Oc1ccc(C(=O)OCC(=O)N2CCCc3ccccc32)cc1	-3	22	96	3	-3	-0.1	0	-3	0.5	-14
CCN1/C(=C\c2ccc3ccccc3[n+]2CC)Sc2cc(C)ccc21	38*	-7	286	x	16*	0.1	0	-23	-69	-56
O/N=C\c1ccc2noc(-c3ccc(Cl)cc3)c2c1	-5	33	92	-9	1	3.2	-16	5	1.4	-4
O=C(CCN1C(=O)/C(=C/c2ccccc2Cl)SC1=S)NC1CCCC1	-6	-5	99	0	-2	-2.9	16	-3	-0.1	1
O=C(CSc1nc2ccccc2c(=O)[nH]1)Nc1ccc(N2CCOCC2)c(Cl)c1	-5	10	121	0	1	1.0	-8	0	-1.2	-3
COCCN(C(=O)CCC(=O)Nc1cc(C)on1)C(C(=O)NC(C)(C)C)c1cccc(OC)c1OC (stereo not drawn)	-29	-6	98	0	-6	0.6	-4	-1	1.7	2
CCOC(=O)c1c(C)[nH]c(C(=O)COC(=O)c2cnccn2)c1C	-6	15	97	5	1	-2.0	10	1	-0.3	1
Cc1ccnc(NC(=O)CCC(=O)N(CC(=O)NC2CCCCC2)c2ccc3c(c2)OCO3)c1	-6	26	109	-5	-3	-1.6	8	x	-0.2	-3
CCO[C@@H]1OC(C(=O)Nc2ccccc2)=C[C@H](C)[C@H]1CCCO	-12	2	96	4	-2	0.0	0	4	1.0	-5
Cc1ccc2c([N+](=O)[O-])c(C)ccc2n1	12	-3	102	-6	-4	-1.3	7	1	-1.0	-24
O=C(c1ccc(-n2cccc2)cc1)N1CCCCC1	-4	0	x	1	5	-0.5	2	4	1.3	-3
O=C1CC(c2ccccc2)CC(O)=C1C=NCCN1CCOCC1 (stereo not drawn)	-2	-7	102	3	2	-1.4	8	5	-1.2	-10
CCOC(=O)c1c(C)[nH]c(C(=O)NCc2ccccn2)c1C	11	-6	103	-4	-3	3.3	-21	27	-0.7	-4
Nc1ccccc1-c1nnc(SCc2ccccc2Cl)[nH]c1=O	8	-18	x	1	0	-1.4	7	x	2.2	-3
CCOC(=O)c1sc(NC(=O)CSc2nccc(C)n2)nc1C	-6	-6	100	4	-2	-0.7	5	-3	0.5	-8
c1ccc(-c2nnc(CSc3nnc(-c4ccncc4)n3Cc3ccco3)o2)cc1	2	5	217	-2	-4	1.9	-11	-7	6.2	-15
Cc1ccccc1C(=O)NC(C(=O)Nc1nc2c(s1)CCCC2)C(C)C (stereo not drawn)	-2	-1	96	-3	-6	-1.1	7	4	-0.5	-12
